# Assay outcomes from PubChem BioAssay.
# TRHR PAM = qHTS for Small Molecule Agonists and Allosteric Enhancers of Human TRH Receptor: Primary Screen for Enhancers; Thyrotropin-releasing hormone receptor (Homo sapiens), P34981; TRHR cells, fluo-8 calcium fluorescence, EC20 TRH enhancement; enhancement, % at 2 µM; actives 0.66% (n = 360,000); AID 493056, 2011; in the data active means enhancement above about 30%; further: 0% is about no effect
#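 TRHR-expressing cells loaded with fluo-8 calcium dye were read kinetically (ex 480/em 530) during compound addition, then stimulated with an EC20 of TRH (10 nM final). Enhancement of the Gq-mediated intracellular calcium response was scored.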
# D2 PAM = HTS Assay for Positive Allosteric Modulators of the Human D2 Dopamine Receptor: Primary Screen for Potentiators | actives 0.34% (n = 340,000) | HEK293 T-REx D2, calcium flux, EC20 dopamine potentiation | D(2) dopamine receptor (Homo sapiens), P14416 | potentiation, % at 10 µM | AID 485347, 2010;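 active means potentiation over 3 SD above the plate norm, cut at about 30% in these data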; further: 0% is about no effect
# Target sequence (P14416 whole entry, looked up): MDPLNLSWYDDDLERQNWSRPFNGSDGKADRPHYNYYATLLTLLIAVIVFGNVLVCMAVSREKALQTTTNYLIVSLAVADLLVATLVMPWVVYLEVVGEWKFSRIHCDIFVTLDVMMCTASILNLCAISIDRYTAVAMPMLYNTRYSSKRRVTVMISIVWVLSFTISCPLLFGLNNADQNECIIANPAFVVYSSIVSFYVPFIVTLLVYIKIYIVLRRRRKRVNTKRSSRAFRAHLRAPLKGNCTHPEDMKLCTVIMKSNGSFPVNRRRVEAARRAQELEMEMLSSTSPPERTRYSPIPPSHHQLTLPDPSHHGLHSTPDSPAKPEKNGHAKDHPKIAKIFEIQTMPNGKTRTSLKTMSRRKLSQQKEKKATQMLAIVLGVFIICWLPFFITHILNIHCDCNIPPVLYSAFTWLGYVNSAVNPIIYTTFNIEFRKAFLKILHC
#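 Calcium flux readout, no-wash dye, 1 read/s. Inducible HEK293 Trex D2 line, overnight 30 C. Compound alone 180 s (agonist flags), then EC20 dopamine, another 180 s to score potentiation.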
# D1 antag = Antagonist of Human D 1 Dopamine Receptor: qHTS; AID 504652, 2011; actives 3.2% (n = 360,000); activity change, negative = inhibition, % at 10 µM; HEK293 TREx D1 cells, calcium flux, dopamine EC80; hits give low values; in the data active means activity change below about -30%; further: on the % scale 0 is the no-effect control and ±100 the full control effect
# Target sequence (P21728 whole entry, looked up): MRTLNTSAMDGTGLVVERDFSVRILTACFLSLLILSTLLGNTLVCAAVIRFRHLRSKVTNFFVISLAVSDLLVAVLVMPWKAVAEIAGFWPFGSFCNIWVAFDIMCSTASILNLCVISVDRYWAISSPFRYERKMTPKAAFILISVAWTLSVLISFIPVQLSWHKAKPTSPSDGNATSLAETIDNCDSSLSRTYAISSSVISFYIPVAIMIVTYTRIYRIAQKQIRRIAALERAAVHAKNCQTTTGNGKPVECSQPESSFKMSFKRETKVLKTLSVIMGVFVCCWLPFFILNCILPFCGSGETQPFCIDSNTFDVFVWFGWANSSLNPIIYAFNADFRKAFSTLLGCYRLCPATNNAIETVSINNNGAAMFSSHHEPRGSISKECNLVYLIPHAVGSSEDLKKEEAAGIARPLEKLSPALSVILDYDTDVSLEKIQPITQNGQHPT
#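 Using tetracycline-induced force-coupled D1 Hek293 cells and a calcium dye, signals were followed for 180 s after compound, then for 180 s after EC80 dopamine, to detect inhibitors.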
# D1 PAM = Potentiators of Human D1 Dopamine Receptor: qHTS | HEK293 TREx D1 cells, calcium flux, dopamine EC20 potentiation | potentiation, % at 10 µM | actives 0.036% (n = 360,000); in the data active means potentiation above about 30%; further: 0% is about no effect
# D1 ag = Allosteric Agonists of the Human D1 Dopamine Receptor: qHTS. D(1A) dopamine receptor (Homo sapiens), P21728. HEK293 T-REx D1 cells, calcium flux, agonist mode. activation, % at 2 µM. actives 1% (n = 360,000). AID 504660, 2011; in the data active means activation above about 30%; further: 0% is about no effect
#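 Inducible HEK293 T-REx D1 cells, force-coupled to calcium signalling, were plated at 4000 cells/well with tetracycline and held overnight at 30 C. After no-wash calcium dye loading, compound-evoked calcium rise over 180 s flagged agonists.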
# RXFP1 antag = qHTS Assay for Antagonists of the Relaxin Receptor RXFP1; HEK293-RXFP1, relaxin-stimulated cAMP HTRF, 30 min; hits give low values; activity change, negative = inhibition, % at 57.5 µM; actives 0.59% (n = 350,000); AID 1259400, 2018;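 active means activity change of -60% or lower, but not beyond a set lower limit; inconclusive means change between -60% and -40%, or beyond the set limit; inactive means change above -40%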; further: on the % scale 0 is the no-effect control and ±100 the full control effect
# RXFP1 agonist = qHTS Assay for Agonists of the Relaxin Receptor RXFP1 | Relaxin receptor 1 (Homo sapiens), Q9HBX9 | HEK293T-RXFP1 cAMP TR-FRET, 30 min; response scale: percent of porcine relaxin response, buffer zero | Potency, µM (highest dose often 57.5 µM), for inactives: at the top dose activation, actives largely listed as activators | actives 0.3% (n = 370,000); further: potency means the concentration at half of the fitted maximal effect; on the % scale 0 is the no-effect control and ±100 the full control effect; nearly all actives have a fitted effect of over 60% in size; many of its hits are not listed in these tables
#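 HEK293T cells stably expressing RXFP1 were pretreated with the PDE4 inhibitor Ro 20174, exposed to compounds for 30 min at 37C, lysed, and cAMP was read by TR-FRET. Data normalized to buffer (basal) and 29 nM porcine relaxin (100%).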
# Anesthetic bind = qHTS Assay for Identification of Novel General Anesthetics | Ferritin light chain (Equus caballus), P02791 | actives 0.074% (n = 350,000) | AID 485281, 2010 | apoferritin/1-aminoanthracene competitive binding, fluorescence | Potency, µM (titrated, usually from 77.5 µM), for the others: at the top dose activity change, negative = displacement, most hits filed as inhibitors; further: potency means the concentration at half of the fitted maximal effect; on the % scale 0 is the no-effect control and ±100 the full control effect; nearly all actives have a fitted effect of over 20% in size
# Target sequence (P02791 2-175 limits assumed): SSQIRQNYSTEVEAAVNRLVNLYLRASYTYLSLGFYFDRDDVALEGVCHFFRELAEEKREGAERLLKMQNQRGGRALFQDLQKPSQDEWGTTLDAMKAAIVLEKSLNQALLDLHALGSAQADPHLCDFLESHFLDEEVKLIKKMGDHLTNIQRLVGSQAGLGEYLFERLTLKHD
#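 Concentration-response curves derived by four-parameter Hill fitting of normalized fluorescence, where compounds displaced 1-AMA from 10 uM horse apoferritin following a brief 10 min room-temperature incubation; propofol titration acted as positive control.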
# TRHR agonist = qHTS for Small Molecule Agonists and Allosteric Enhancers of Human TRH Receptor: Primary Screen for Agonists; Thyrotropin-releasing hormone receptor (Homo sapiens), P34981; TRHR cells, calcium flux fluo-8, FDSS agonist mode; activation, % at 2 µM; actives 0.18% (n = 360,000); in the data active means activation above about 30%; further: 0% is about no effect
#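 Fluo-8-loaded TRHR cells; 10 s baseline, compound added, kinetic Ca2+ fluorescence read 1/s, agonist mode.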
# * marks the source's active call; other numbers are inactive results; ? = inconclusive; . = not tested or not shown. Unless noted, the call rests on the fitted dose curve; in most records, active means well fitted curve in the direction sought with a large enough effect; inconclusive means small, poorly fitted or top-dose-only effect, or another doubt; inactive means no such curve, though single readings can be large; an effect the other way counts as inactive or inconclusive.
# A first look, 5 compounds:
# Results follow in this order: TRHR PAM, D2 PAM, D1 antag, D1 PAM, D1 ag, RXFP1 antag, RXFP1 agonist, Anesthetic bind, TRHR agonist
COC(=O)c1nn(-c2ccc(OC)cc2)c(=O)c2c(N)sc(C)c12
→ 1, -1, -3, 0, 2, -16, -0.2%, -13%, 0.2
COc1cc(Br)cc(CN2CCN(C=O)CC2)c1O
→ 2, 2, -4, 2, -1, 4, 1.1%, -4%, 0.5
Cc1c(CCC(C)C)c(=O)n2c([nH]c3ccccc32)c1C#N
→ 12, -6, ., -1, 1, -2, 1.9%, -8%, 1.2
CSc1ccc(Cl)c(C(=O)OCC(=O)NC2CC2)c1
→ 0, -8, 9, -5, 0, 7, 2.3%, -9%, 1.2
CCOC(=O)c1nnc2c(-c3ccc(Cl)cc3)c(C)nn2c1C
→ -5, -3, -1, -3, 2, ., 0.0%, ?, -2.5

# The listing, from the start:
# Results follow in this order: TRHR PAM, D2 PAM, D1 antag, D1 PAM, D1 ag, RXFP1 antag, RXFP1 agonist, Anesthetic bind, TRHR agonist
COC(=O)c1nn(-c2ccc(OC)cc2)c(=O)c2c(N)sc(C)c12
→ 1, -1, -3, 0, 2, -16, -0.2%, -13%, 0.2
COc1cc(Br)cc(CN2CCN(C=O)CC2)c1O
→ 2, 2, -4, 2, -1, 4, 1.1%, -4%, 0.5
Cc1c(CCC(C)C)c(=O)n2c([nH]c3ccccc32)c1C#N
→ 12, -6, ., -1, 1, -2, 1.9%, -8%, 1.2
CSc1ccc(Cl)c(C(=O)OCC(=O)NC2CC2)c1
→ 0, -8, 9, -5, 0, 7, 2.3%, -9%, 1.2
CCOC(=O)c1nnc2c(-c3ccc(Cl)cc3)c(C)nn2c1C
→ -5, -3, -1, -3, 2, ., 0.0%, ?, -2.5
NC(=O)N/N=C/c1ccccc1OC(=O)c1cc2ccccc2oc1=O
→ 6, 8, 11, 0, 1, 2, 1.3%, 2%, 0.3
COc1ccc(C(=O)Cn2c(=O)oc3ccc(C)cc32)cc1
→ -3, 1, -3, 4, 8, -4, 0.0%, 0%, 0.1
C=CCc1cccc(C=Nc2c[nH]c(=O)[nH]c2=O)c1O
→ 10, -1, 54, 7, 0, 0, -0.1%, -4%, 0.2
N#CCC(=O)Nc1ccc(C(=O)OCC(=O)Nc2ccccc2-c2ccccc2)cc1
→ 2, 9, 16, -3, 3, -7, 0.5%, -9%, 1.5
COc1cccc(C(=O)Cn2c(N3CCCCC3)nc3c2c(=O)n(C)c(=O)n3C)c1
→ -3, 8, 10, 3, 0, -4, 6.1%, -15%, -0.6
O=[N+]([O-])c1ccc(C(O)C(CO)NC(=S)Nc2ccccc2)cc1 (stereo unspecified)
→ -2, ., 5, -2, 2, 8, -0.3%, 6%, 0.5
CCn1c(CN2CCC(C)CC2)nc2cc(NC(=O)COc3ccc(Cl)c(C)c3)ccc21
→ -1, -40, -4, 0, 2, -29, ?, 6%, 1.0
CCOc1cc(/C=C/C(=O)NCCc2ccc(S(N)(=O)=O)cc2)ccc1OCC(C)C
→ 4, -9, -2, -3, 3, 10, 0.0%, -10%, -0.3
Cn1ccnc1SCC(=O)Nc1sccc1C#N
→ -9, 10, -5, 7, 1, -1, -0.3%, -12%, -0.1
COc1ccc(C)cc1NC(=O)CCS(=O)(=O)c1cccc2nonc12
→ -3, 15, -8, -7, 0, -5, 2.1%, -6%, -0.3
COc1cccc(C2[C@H](C)C3(CCN2C)OCCO3)c1 (stereo partly specified)
→ 3, 2, -5, -6, 3, -2, -1.5%, -1%, -0.2
CCc1cccc(C)c1NC(=O)CN1C(=O)c2ccccc2Sc2ncccc21
→ -4, -6, 6, -1, 4, ., 18%, 2%, 0.4
COc1cc(NC(=O)Cn2ccn(-c3cc(C)cc(C)c3)c(=O)c2=O)cc(OC)c1
→ 6, 0, -15, -4, 2, -16, 14%, -12%, 0.2
Cc1noc(C)c1C(=O)N1CCCC(C(=O)c2ccc(Cl)cc2)C1 (stereo unspecified)
→ 0, 11, 3, 1, 2, -14, 1.1%, -8%, 0.1
Cc1ccc(NC(=O)CSc2cn(CC(=O)N3CCCC3)c3ccccc23)cc1Cl
→ -13, 1, 5, -6, 7, -18, 2.3%, -16%, 1.2

# Complete entries, quoted from the list:
# Profile of `CCOC(=O)c1nnc2c(-c3ccc(Cl)cc3)c(C)nn2c1C` = TRHR PAM = -5; D2 PAM = -3; D1 antag = -1; D1 PAM = -3; D1 ag = 2; RXFP1 antag = .; RXFP1 agonist = 0.0%; Anesthetic bind = ?; TRHR agonist = -2.5
# Profile of `Cc1c(CCC(C)C)c(=O)n2c([nH]c3ccccc32)c1C#N` = TRHR PAM = 12; D2 PAM = -6; D1 antag = .; D1 PAM = -1; D1 ag = 1; RXFP1 antag = -2; RXFP1 agonist = 1.9%; Anesthetic bind = -8%; TRHR agonist = 1.2

# Next part.
# Results follow in this order: TRHR PAM, D2 PAM, D1 antag, D1 PAM, D1 ag, RXFP1 antag, RXFP1 agonist, Anesthetic bind, TRHR agonist
Cc1ccccc1OCC(=O)N/N=C/c1c(C)nn(-c2ccccc2)c1Cl
→ 3, -2, -55*, -15, 0, -5, 0.5%, -13%, -0.2
Cc1ccccc1NC(C)C(=O)N/N=C/c1c[nH]c2ccccc12 (stereo unspecified)
→ 5, ., -2, -12, 2, 0, -4.5%, -4%, 0.6
CCc1ccccc1N(C)S(=O)(=O)c1ccc2c(c1)C(C)(C)C(=O)N2C
→ -2, -3, -18, -3, 13, ., 2.8%, ?, 0.9
CCOC(=O)C1CCN(C(=O)CCCn2nc(CC)n3c(cc4occc43)c2=O)CC1
→ 20, 7, -4, -5, -1, -3, 12%, -10%, -0.7
CC(C)NCc1cc(Br)ccc1OCc1ccccc1
→ -10, -28, 6, -1, 13, 1, 0.8%, -9%, 2.5
COC(=O)CSc1nnc(CNC(=O)c2ccccc2F)n1-c1ccccc1
→ 15, -5, -4, 6, 0, -7, 3.9%, -5%, -1.8
COc1cc(C2N=C(N)Nc3nc4ccccc4n32)ccc1OCCC(C)C (stereo unspecified)
→ -5, -1, 7, 1, 0, ., -2.5%, ?, 1.4
COc1ccc(Cl)cc1NC(=O)NCc1ccco1
→ -4, -16, -3, 9, 1, 2, 0.4%, -6%, -0.6
Cc1cc2n(n1)CCC(=O)N2Cc1ccc(C(=O)Nc2ccc(F)cc2F)cc1
→ -1, -13, 2, -6, 2, -3, 2.6%, -4%, -0.4
CCCCCCOC(=O)C(C#N)c1nc2ccccc2nc1N1CCOCC1 (stereo unspecified)
→ 2, 5, 0, 3, 5, 2, 0.7%, 4%, -0.8
Cc1ccc2nc(NC(=O)c3ccco3)sc2c1
→ 3, -17, -1, -2, 0, -22, -0.4%, -9%, 0.0
Cc1cc(C)cc(OCC(=O)NNC(=O)CCN2C(=O)c3ccccc3C2=O)c1
→ -8, 10, 10, -6, 0, -1, 0.3%, -9%, -0.8
COc1cccc(CNC(=O)c2cc3c(=O)oc4ccc(C)cc4c3s2)c1
→ -1, 2, 2, -3, 1, ., 25%, -12%, 0.0
Cc1ccc(C)c(Nc2nn3c(=O)c4ccc(C(=O)NCCc5ccccc5)cc4nc3s2)c1
→ 5, 3, 3, -1, 1, ., 3.2%, -3%, 0.5
CCOc1ccc2c(c1)OC(c1ccc(C)cc1)(C(F)(F)F)NC2=O (stereo unspecified)
→ 16, 8, -6, 0, 16, ?, -5.3%, -11%, -0.8
COc1ccc(-n2nc(C(=O)c3cccs3)cc(-c3nc4ccccc4[nH]3)c2=N)cc1
→ 1, -2, -8, -2, 4, 28, 3.5%, -5%, 1.3
COc1ccc(CN2CCC(n3nccc3NC(=O)C3CC3)CC2)c(OC)c1OC
→ 3, -4, 2, -3, 3, -32, -0.1%, -7%, 0.7
Cc1cccc(NC(=S)NC2CCSc3ccccc32)c1 (stereo unspecified)
→ -12, 0, -33*, -11, 8, -1, -0.9%, -9%, 0.6
CCc1cccc(C)c1NC(=O)c1cc(S(=O)(=O)N2CCN(c3ccccc3)CC2)ccc1F
→ -6, -17, 9, -1, 4, -6, 3.5%, -5%, 0.1
COc1ccc(N(CC(=O)N2CCCCCC2)S(=O)(=O)c2ccccc2)cc1
→ 2, -13, -13, -7, 4, 1, -0.6%, -6%, -0.2
COc1ccc(/C=C2\N=C(SC)SC2=O)cc1OC
→ 2, 13, -13, -2, 1, -10, -3.3%, -11%, 0.6
CCC(CC)NCc1ccc2c(c1)c1ccccc1n2CC
→ 2, 22, 12, 2, 60*, -29, -0.5%, -14%, -1.4
CCOc1ccccc1NC(=O)CCC(=O)Nc1nnc(C2CCCCC2)s1
→ -4, -4, 43, 3, 1, -28, 0.0%, 1%, -0.2
Oc1c(Cl)cc(CN2CCOCC2)c2cccnc12
→ -1, 2, 11, 6, 1, -19, 0.3%, ., 0.5
Cc1ccc2cc(C)c(SCC(=O)Nc3cc(C)on3)nc2c1
→ 2, -1, 8, -2, 5, -12, 8.9%, 1%, -0.5
Cc1cc2oc(C(=O)Nc3sc4c(c3C(=O)NCc3ccco3)CCC4)cc(=O)c2cc1C
→ -1, 17, -12, 0, -1, -19, -2.2%, 4%, -0.1
Cc1ccc(NC(=O)c2cc3c(-c4ccccc4)nn(-c4ccccc4)c3s2)cc1
→ 5, -9, 8, 2, 0, ., ?, -10%, 0.1
O=C(CNC(=O)C12CC3CC(CC(C3)C1)C2)NC1=NCCS1
→ -2, 0, 4, 0, 4, -12, 1.4%, -24%, 0.5
O=C(Cc1csc(NC(=O)Nc2ccc(Cl)cc2)n1)NCc1ccccn1
→ -14, -8, -18, -6, 8, -12, -0.2%, ., 0.1

# These rows are one share of the data. The share of hits here may be higher or lower than overall.
